# PTEN del growth = PTEN-deleted cell growth suppression. HCT116 PTEN-null viability, CellTiter-Glo, 60 h; active compounds read low. viability, % at 10 µM. hit rate 1.2% among 140,000;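 active means viability at or below a set limit, 4 SD under the median of all tested compounds, cut at about 3.7% in these data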;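 further: PTEN knockout HCT116 line with beta catenin targeted HCT116 as companion control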
# E-sel TNF inh = TNF alpha driven E-selectin expression inhibition | hit rate 0.71% among 120,000 | inhibition, % at 2 µM | AID 1246 | HUVEC TNFa-induced E-selectin immunofluorescence, high content;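 active means inhibition above the batch mean plus 3 SD, and confirmed as a hit on visual image review, cut at about 43% in these data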;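 further: 0% = TNF-stimulated DMSO wells and 100% = unstimulated control wells; not every result past the cut was called active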
# MRP-1 activ = activates MRP-1; H69AR cells + doxorubicin, viability rescue, CellTiter-Glo; viability increase, % at 10 µM; hit rate 0.61% among 140,000; AID 799;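 active means viability gain under doxorubicin at or above a set limit, the compound median plus 3 SD, cut at about 4.7% in these data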;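 further: MRP-1 overexpressing cells given doxorubicin 25 µM after compound pretreatment; 18-22 h compound pretreatment then 72 h with doxorubicin before readout; 0% = doxorubicin-only wells and 100% = vehicle-treated cells without doxorubicin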
# Measles CPE = protection of cells from measles virus; Measles virus-infected cells, CPE protection, absorbance; protection (pct of control), % at 4 µM; hit rate 1.5% among 140,000; AID 841; in the data active means protection mostly above about 24%, no sharp cut-off; inactive means mostly below about 26%; further: some compounds called inactive have numbers as strong as hits
# NPY Y2 blocker = NPY-Y2 (human) receptor antagonism; NPY-Y2 expressing cells, antagonist mode; inhibition, % at 2.7 µM; hit rate 0.99% among 140,000; AID 793; in the data active means inhibition above about 17%;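 further: 0% = vehicle with agonist challenge and 100% = reference antagonist with challenge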
# Target sequence (P49146 whole entry, looked up): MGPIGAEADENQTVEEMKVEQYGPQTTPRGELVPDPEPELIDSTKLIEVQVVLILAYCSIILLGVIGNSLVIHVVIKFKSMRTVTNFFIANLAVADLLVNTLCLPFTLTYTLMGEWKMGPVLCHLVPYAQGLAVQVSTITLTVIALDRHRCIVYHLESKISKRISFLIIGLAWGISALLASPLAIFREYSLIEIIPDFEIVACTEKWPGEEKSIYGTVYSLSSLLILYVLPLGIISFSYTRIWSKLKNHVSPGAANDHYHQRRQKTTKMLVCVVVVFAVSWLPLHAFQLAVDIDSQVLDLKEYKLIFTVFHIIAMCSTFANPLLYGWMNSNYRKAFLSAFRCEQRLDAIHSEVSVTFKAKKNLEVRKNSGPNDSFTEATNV
# Yeast lifespan up = extends the lifespan of yeast; hit rate 0.68% among 130,000; inhibition of the nicotinamide effect, % at 10 µM; S. cerevisiae growth with nicotinamide, OD615; deaD strain in restrictive glucose medium;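 active means inhibition above a set limit, placed 3 SD over the median of all compounds, cut at about 26% in these data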;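 further: 0% = nicotinamide-treated wells and 100% = cells grown without nicotinamide; some compounds called inactive have numbers as strong as hits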
#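 Material: Modified budding yeast, DeaD strain | Medium: Restrictive glucose medium | Probe or stimulus: 1.5 mM nicotinamide | Dosing: Single dose 10 µM compound, 0.25% DMSO | Times: 48 h at 30 °C | Technique: OD615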
# BB579 growth dn = reduces growth of yeast BB579 in restrictive medium; S. cerevisiae BB579 growth, OD615, 48 h; inhibition, % at 10 µM; hit rate 0.51% among 140,000; AID 804;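 active means inhibition above a set limit, 3 SD over the mean compound inhibition, cut at about 44% in these data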; further: inactives centre near -24
#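 Detection: OD615 turbidity measurement; Material: Saccharomyces cerevisiae DeaD strain BB579, replicative lifespan model yeast; Timing: 48 h exposure, 30 °C; Doses: single 10 µM dose; Medium: CSMM-D restrictive synthetic medium containing dextrose (glucose); Controls: amphotericin B at 10 µg/mL as positive control.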
# GALR2 antag = GALR2 (human) receptor antagonism; hit rate 0.39% among 140,000; inhibition, % at 4 µM; AID 828; GALR2-expressing cells, antagonist mode; O43603; in the data active means inhibition above about 27%;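 further: cells stimulated with galanin 1-16 at roughly its EC80; 0% = agonist challenge control and 100% = basal control without agonist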
# Target sequence (O43603 whole entry, looked up): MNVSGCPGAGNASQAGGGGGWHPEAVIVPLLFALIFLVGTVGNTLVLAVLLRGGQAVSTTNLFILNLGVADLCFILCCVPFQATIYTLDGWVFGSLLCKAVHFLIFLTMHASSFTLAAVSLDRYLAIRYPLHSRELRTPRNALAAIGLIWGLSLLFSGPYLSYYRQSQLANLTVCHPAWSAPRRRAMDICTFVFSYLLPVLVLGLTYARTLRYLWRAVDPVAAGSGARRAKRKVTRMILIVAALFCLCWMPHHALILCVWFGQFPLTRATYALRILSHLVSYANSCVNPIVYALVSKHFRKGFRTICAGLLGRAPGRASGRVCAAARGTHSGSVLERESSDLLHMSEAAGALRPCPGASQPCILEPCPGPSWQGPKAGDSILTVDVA
# Phagocytosis inh = macrophage phagocytosis inhibition; J774A.1 macrophage IgG-bead phagocytosis, imaging; inhibition, % at 5 µM; hit rate 0.07% among 110,000; AID 1029;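 active means inhibition above the mean of the plate negative controls plus 5 SD, cut at about 13% in these data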;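 further: phagocytic index as fraction of beads internalized from green versus red external bead signal; plate controls were DMSO negative control for no effect and cytochalasin-D positive control for full effect; some results beyond the cut were filed as inactive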
# HCT116 bCat-KO = beta-catenin-lacking colon tumor cell growth suppression | viability, % at 10 µM | AID 818 | HCT116 beta-catenin knockout viability, CellTiter-Glo, 60 h; active compounds read low | hit rate 1.5% among 140,000;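 active means viability at or under a set limit, the compound median less 4 SD, cut at about 6% in these data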;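 further: 0% = Hyamine 1622 control at 20 µM and 100% = untreated cell control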
# Active calls of the source: *; . = no result given.
No.	mol	PTEN del growth	E-sel TNF inh	MRP-1 activ	Measles CPE	NPY Y2 blocker	Yeast lifespan up	BB579 growth dn	GALR2 antag	Phagocytosis inh	HCT116 bCat-KO
1	COc1ccc(OC)c(S(=O)(=O)N2CCC(C(=O)Nc3cccc(C(F)(F)F)c3)CC2)c1	79	-5	-0.1	10	0	-2	-50	7	-2	70
2	Cc1cc(F)ccc1S(=O)(=O)Nc1c(C)n(C)n(-c2ccccc2)c1=O	93	.	-0.4	8	7	0	-62	3	0	94
3	O=C(c1cccc(S(=O)(=O)N2CCCC2)c1)N1CCN(c2ccccc2)CC1	69	-14	-1.8	9	4	-2	-52	-8	6	69
4	CCSc1nnc(-c2ccccc2N)c(=O)[nH]1	103	0	-0.3	7	1	-19	-23	13	1	97
5	O=C(O)CC1SC(=Nc2ccccc2)N(c2ccccc2)C1=O (centres undefined)	96	41	-2.0	51*	5	-8	2	18	-1	91
6	O=C(Nc1ccc(N2CCCC2)cc1)C(c1ccccc1)c1ccccc1	94	-11	-0.9	6	1	-11	-64	4	0	84
7	Cc1nnc(SCC(=O)Nc2ccccc2)n1CCc1ccccc1	93	-7	-0.9	2	3	0	-39	-8	0	98
8	COc1ccc(-c2cc(=O)oc3c(C)c(OCc4nn[nH]n4)ccc23)cc1	106	-5	-0.5	13	5	-4	-11	3	-1	98
9	CCn1c(C)c(C(C)=O)c(N2CCN(c3cccc(Cl)c3)CC2)nc1=S	74	18	0.1	6	2	-6	-47	-4	.	86
10	Fc1ccc(-c2nnn(Cc3nc4ccccc4s3)n2)cc1	97	-23	1.5	46*	11	2	-28	2	-1	89
11	COCCOc1cc(NC(=O)c2sccc2Oc2ccc([N+](=O)[O-])cc2F)c(Cl)cc1Cl	70	8	-2.1	29	-3	3	-75	-4	0	60
12	COc1ccc(C(=O)ON=C2CCN(c3ccc([N+](=O)[O-])cc3)CC2)cc1	92	22	-2.6	7	3	-18	-38	-1	0	78
13	Cc1ccc(S(=O)(=O)N2CCN(C(=O)CN3CCOCC3)C2c2ccccc2)cc1 (centres undefined)	77	-17	-1.8	8	12	-18	-18	-6	-1	81
14	CCOC(=O)C1CCCN(C(=O)C2c3ccccc3Oc3ccccc32)C1 (centres undefined)	89	-30	-1.9	1	6	-7	-54	6	0	91
15	CNS(=O)(=O)c1cccc(C(=O)OCC(=O)Nc2ccccc2OC(F)F)c1	102	-43	0.5	9	1	-9	-63	-5	2	106
16	COC(=O)c1[nH]c2ccccc2c1NS(=O)(=O)c1ccc(F)c(C)c1	81	50	-1.9	.	-1	-3	-16	7	0	79
17	COc1ccccc1NC(=O)CSc1nc(C)c2c(c1C#N)CCCC2	84	-5	-2.9	6	8	-16	-42	-2	2	97
18	CN1C(c2ccc(F)cc2)=CS/C1=C(/C#N)c1nnc(N2CCOCC2)n1-c1ccccc1	92	-36	-1.7	7	2	1	-10	5	-3	90
19	COc1cccc(-c2nnn(CCc3nn[nH]n3)n2)c1	94	17	1.2	15	3	.	-27	3	.	98
20	O=C1CC(NCc2ccncc2)C(=O)N1c1ccccc1 (centres undefined)	91	6	-2.3	13	4	-23	-76	-9	1	87
21	COc1ccc(CSCC(=O)Nc2ccccc2SC)cc1	71	6	-2.1	2	5	-4	-5	-1	-5	62
22	O=C(Cn1c(=O)n(-c2ccccc2)c(=O)n1CC(=O)N1CCCCC1)N1CCCCC1	94	-7	-0.7	5	0	-7	-41	1	-1	98
23	Cc1ccc(SC(C)C(=O)Nc2cccnc2)cc1 (centres undefined)	91	18	-0.5	11	2	-12	-54	2	.	107
24	COc1cc(NC(=O)c2cccc(COCC(F)(F)C(F)F)c2)cc(OC)c1OC	76	-21	-3.2	12	2	-2	-20	5	-9	100
25	COc1ccc(-n2c(SCC(=O)Nc3sc4c(c3C#N)CCCC4)nnc2-c2ccccc2OC)cc1	81	-10	0.0	12	4	.	-22	-17	.	79
26	CC(/C=N/NC(=O)c1cccc([N+](=O)[O-])c1)=C\c1ccccc1	66	20	-4.0	9	2	-24	-23	0	.	65
27	Cc1ccc(/C=C2\SC(=S)N(C(Cc3ccccc3)C(=O)O)C2=O)cc1 (centres undefined)	102	-14	-1.9	5	15	8	-48	-2	-7	90
28	COc1ccc(CNc2oc(-c3ccccc3)nc2C#N)cc1	94	-25	-1.0	15	7	-16	-19	22	0	95
29	Cc1ccc(C(=O)C(OC(=O)CCC(=O)Nc2cccc(C)c2)c2ccccc2)cc1 (centres undefined)	88	14	-2.0	9	2	-30	-41	2	.	85
30	COc1ccc(-c2nnnn2C)cc1S(=O)(=O)NCc1ccccc1	88	-22	-3.0	9	0	-3	0	8	-1	92
31	CC(=O)NC1(c2ccccc2)CCN(Cc2nnnn2C(C)(C)C)CC1	100	.	-2.2	14	1	-4	-4	7	-3	95
32	CS(=O)(=O)c1ccc2nc(NC(=O)CCC(=O)c3cccs3)sc2c1	81	9	-1.2	3	0	3	-75	-4	0	79
33	Cc1c(Cc2ccccc2)c(=O)oc2c(CN(C)C)c(O)c(Cl)cc12	111	-20	-3.5	8	1	-6	-30	3	.	100
34	COc1cc2[nH]c(=O)n(CCC(=O)NC3CCCC3)c(=O)c2cc1OC	94	-11	0.0	9	1	-15	-18	2	1	98
35	CCSc1ncnc2c1sc1nc3c(cc12)COC(C)(C)C3	80	.	-1.7	6	1	-3	-43	-13	-1	94
36	COc1ccccc1NC(=O)Nc1nnc(C(C)C)s1	99	-45	-1.2	55*	1	-8	-12	0	-10	92
37	COc1ccccc1NC(=O)COc1cc(C)nc(C(C)C)n1	94	-23	-3.3	2	1	-1	-31	16	-4	94
38	Nc1ccc(SC(F)(F)F)cc1C(=O)c1ccccc1	69	-27	0.2	3	2	-21	57*	-1	0	77
39	CCCCCn1c(=O)[nH]c2cc(C(=O)NCc3ccco3)ccc2c1=O	64	-4	-2.0	22	-3	11	-87	1	-1	63
40	CCOc1cc(/C=N/NC(=O)CN2CCOCC2)ccc1OCc1ccccc1	104	.	-1.9	13	2	-7	-33	8	-6	99
41	CCOC(=O)N1CCN(S(=O)(=O)c2ccc(OCC(=O)OC)cc2)CC1	104	26	-0.9	12	1	-7	-48	-4	-4	100
42	Cn1c(=O)c2c(nc(CN3CCN(c4ccc(F)cc4)CC3)n2Cc2ccccc2F)n(C)c1=O	60	.	-2.7	4	-1	-2	-36	-15	1	74
43	Cc1ccnc2nc(C(=O)Nc3ccc4c(c3)OCO4)nn12	85	9	-0.4	4	6	-9	-15	-2	-1	87
44	Cc1ccc(C)c(N2CCN(c3cnn(-c4nc5ccccc5s4)c(=O)c3Cl)CC2)c1	50	.	-4.1	3	3	1	-39	-1	.	57
45	COc1ccc(NC(=O)CNS(=O)(=O)c2cccc3nonc23)c(OC)c1	85	-19	-1.8	15	7	-15	-53	8	-1	85
46	CCOC(=O)c1[nH]c2ccc(Br)cc2c1NC(=O)CCN1CCC(C)CC1	59	-4	-3.1	1	5	-10	-26	8	0	52
47	Cc1nn2c(-n3ccnc3)c3c(nc2c1-c1ccccc1)CCC3	93	.	-0.8	19	1	-14	-51	5	-1	94
48	c1csc(COc2ccccc2CNC2CCCCC2)c1	61	3	-4.2	9	31*	6	-20	2	-10	58
49	O=C1c2ccccc2NC(c2ccccc2)N1Cc1ccco1 (centres undefined)	78	-33	-4.1	4	1	-19	-27	14	0	76
50	CC(=O)c1cccc(OCC(=O)c2cc(C)n(-c3cc(C)on3)c2C)c1	42	16	0.6	4	5	-9	-24	-1	1	23
51	O=C(CSc1ccc2nnc(-c3ccccc3)n2n1)NCC1CCCO1 (centres undefined)	93	-6	-3.1	29	-2	-5	-29	3	.	95
52	COC(=O)Nc1ccc(S(=O)(=O)Nc2ccc(C)cc2)cc1	105	-16	0.2	10	-4	-8	-69	-1	0	98
53	Cn1c(=O)c2c(O)c(Cc3ccccc3)c(=O)[nH]c2n(C)c1=O	96	.	1.4	17	4	4	-19	1	3	95
54	Cc1ccc(C(=O)NCCCNCCCNC(=O)c2ccc(C)nc2)cn1	102	-14	0.2	5	-1	-2	-26	2	.	98
55	COc1ccc(OC)c(-c2[nH]nc3c2C(c2ccco2)C(C#N)=C(N)O3)c1 (centres undefined)	91	0	-1.3	4	28*	18	-82	10	4	88
56	COc1ccc(S(=O)(=O)Cc2ccc(C(=O)NC(C)C)o2)cc1	103	.	-0.6	2	-1	-3	6	8	0	100
57	CCOC(=O)c1oc2ccccc2c1CN1CCN(C)CC1	100	-9	3.1	13	3	.	-24	10	.	82
58	CC(C)(C)c1ccc(C(=O)N2CCN(CCNC(=O)C(=O)NCc3ccccc3)CC2)cc1	89	.	1.1	4	1	-2	-23	-5	9	80
59	COc1ccc([C@H]2[C@@H](C#N)[C@H](C#N)N3CCCN23)cc1	100	-31	-3.3	7	2	.	-15	3	.	91
60	COc1ccc(C2=NO[C@@H]3C(=O)N(c4c(C)cccc4C)C(=O)[C@H]23)cc1OC	101	-7	-2.0	5	1	-4	-14	-2	0	98

# Further entries
No.	mol	PTEN del growth	E-sel TNF inh	MRP-1 activ	Measles CPE	NPY Y2 blocker	Yeast lifespan up	BB579 growth dn	GALR2 antag	Phagocytosis inh	HCT116 bCat-KO
61	C#CCOC(=O)C1C2C=CC(C2)C1C(=O)O (centres undefined)	93	.	-0.3	13	-1	-2	-36	4	-2	84
62	O=C(NCCc1ccncc1)Nc1cccc(Cl)c1	104	2	-0.4	17	8	5	-68	-6	-1	101
63	Cc1cc(Cl)c2c(c1)[C@]1(C(=O)N2)[C@@H]2C(=O)N(Cc3ccccc3)C(=O)[C@@H]2[C@@H]2CCCN21	60	1	-1.1	3	2	-4	-92	-4	0	58
64	C/C(=N\NC(=O)c1cccc(Br)c1)c1ccc(Br)cc1	95	15	-1.6	12	0	-7	-15	11	.	105
65	N#CC(=C1CCCC1)c1nc(-c2ccccc2O)cs1	62	.	-0.7	27	7	-19	-41	12	0	67
66	CCOc1ccc(C(=O)NC(=S)Nc2ccc(N3CCCCC3)cc2)cc1[N+](=O)[O-]	93	.	-1.3	18	29*	-5	-34	-6	-9	101
67	Cc1[nH]c(=O)[nH]c(=O)c1S(=O)(=O)N1CCOCC1	94	-6	0.1	1	1	-7	31	0	1	98
68	CC1CCCC(NC(=O)CSc2nccn2C)C1C (centres undefined)	83	.	-0.8	19	6	-7	-23	9	-3	103
69	CCOC(=O)CSc1nnc(CNC(=O)c2cccs2)n1CCc1ccccc1	94	-16	-2.6	15	-1	-4	4	3	-2	101
70	COc1cc(S(=O)(=O)N2CCOCC2)ccc1NC(=O)c1cc2c(s1)CCC2	78	-20	-3.8	5	6	1	-24	10	0	73
71	CCCCC(=O)N(c1ccc(OC)cc1)C1C=CS(=O)(=O)C1 (centres undefined)	106	-7	-0.4	44*	2	-2	-48	-7	3	89
72	Cc1cc(Cl)cc(Br)c1OCCCCn1cncn1	102	.	0.2	19	1	-5	-62	-5	3	94

# Not a hit list; about 6.1% have a hit in one of these screens.
